Screening results deposited in PubChem by National Center for Advancing Translational Sciences (NCATS).
AMA1 RON2 block – disrupts binding of P. falciparum AMA1 to RON2; AlphaScreen AMA1-biotinylated RON2 peptide binding; Potency, µM (doses to about 58.2 µM), for the others: at the top dose activity change, negative = inhibition, actives largely listed as inhibitors; 360,000 tested, 0.2% active; active means well fitted inhibition curve with a large enough effect; inconclusive means small, poorly fitted or top-dose-only effect; inactive means no such curve, though single readings can be large or run the other way;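 further: potency means the concentration at half of the fitted maximal effect; 0% = vehicle wells and -100% = peptide control; nearly all actives have a fitted effect of over 45% in size; some results filed as inactive show a strong effect at the top dose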
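AMA1 (3D7) with his tag at 25 nM final met compounds first, then biotinylated RON2 peptide at 25 nM; detection used donor plus acceptor beads, 10 µg/mL apiece, read by AlphaScreen after 30 min at room temperature.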
HCMV antiviral – inhibitors of human cytomegalovirus. HFF cells, HCMV-luciferase reporter, 72 h; active compounds read low. 410,000 tested, 4.5% active. activity change, negative = inhibition, % at 57.5 µM. AID 1259415; in the data active means activity change below about -60%; inconclusive means no clear call, values can overlap the other calls; inactive means above about -39%
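Cell-based, HFFs, 1000 cells/well, 16 h 37C; cpds in DMSO + HCMV-luc, MOI 1 PFU/cell; 72 h 37C; OneGlo luminescence after 5 min RT; norm. to buffer vs Salinomycin 10uM.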
* marks the source's active call; other numbers are inactive results; ? = inconclusive; [ ] = dose if it differs, or a comment. Unless noted, on the % scale 0 is the no-effect control and ±100 the full control effect. The list is partial; rates above refer to the full screens.

Sequence of screens: AMA1 RON2 block, HCMV antiviral
C[C@@H]1CN([C@@H](C)CO)C(=O)CCCn2nncc2CO[C@H]1CN(C)Cc1ccc(Cl)c(Cl)c1
    -4%, 5
CCCCCc1c(-c2cccc(F)c2)ncn1CCc1ccccc1OC
    -21%, ?
OC(c1cc(F)cc(Cl)c1)c1ncc(-c2ccc(Cl)cc2)[nH]1 (stereo not given)
    -14%, -8
Cc1cc(Nc2ccccc2C(=O)O)n2ncnc2n1
    131%[activator], -14
CC(C)(C)NC(=O)C(C1CC1)n1c(=O)c(-c2cc3ccccc3[nH]2)nc2ccccc21 (stereo not given)
    79%[activator], 67
CCc1nc2ccc(C(=O)NCCCN3CCCC3=O)cn2c1N(CC)CCN(C)C
    0%, 1
CC(C)[C@H](NC(=O)c1ccc(Cl)cc1Cl)C(=O)OCc1nc2ccsc2c(=O)[nH]1
    -6%, 24
O=C(CCN1C(=O)c2ccccc2C1=O)c1cnc[nH]1
    0%, -4
COOCC1(C(=O)OC)C[C@H](c2ccc(OC)cc2)N(Cc2ccccc2OC)[C@@H]1c1ccccc1C (stereo not given in full)
    -19%, ?
CCOC(=O)[C@]12CCC=C1N(Cc1ccc(Cl)cc1Cl)C(=O)[C@H](CC(=O)N1CCSCC1)C2
    -21%, -31

Continuation.
Sequence of screens: AMA1 RON2 block, HCMV antiviral
CC1(C(=O)NS(=O)(=O)C2CC2)CCN(C(=O)c2ccc(F)cc2Cl)C1 (stereo not given)
    0%, -39
CCOC(=O)C1(C)CCN1C(=O)c1ccc(C#N)cc1 (stereo not given)
    2%, 0
CCCC1SCC(C)(C)NC1=O (stereo not given)
    0%, -39
CCc1nc2c(OCc3ccccc3)cccn2c1N(C)C(=O)c1ccco1
    4%, ?
Cc1ccc(NC(=O)COc2ccccc2)cc1S(=O)(=O)N1CCCCC1
    -8%, -15
Cc1nn(-c2ccccc2)c(Cl)c1/C=C(/CC(=O)O)c1nc2ccccc2s1
    -4%, 23
CNC(=O)C1(c2ccccc2)CCCCC1
    0%, -28
CNC[C@@H]1Oc2cc(Br)ccc2S(=O)(=O)N([C@H](C)CO)C[C@H]1C
    10%, 0
COc1ccc(NC(C)=O)c([N+](=O)[O-])c1[N+](=O)[O-]
    -28%, -1
COCCN(C(=O)c1ccc(C)c(S(=O)(=O)N2CCOCC2)c1)c1c(N)n(CC(C)C)c(=O)[nH]c1=O
    -1%[11.6 µM], -2

Further results
Sequence of screens: AMA1 RON2 block, HCMV antiviral
CCSc1cnnc2ccccc12
    8%, -5
COC(=O)C[C@@H]1C=C[C@@H](NS(=O)(=O)c2ccc(OC)cc2)[C@@H](CO)O1
    -11%, -14
CC(=O)Nc1ccc(C(=O)NNC(=O)CCCCC(=O)NNC(=O)c2ccc(NC(C)=O)cc2)cc1
    -12%, -26
O=P1(c2ccccc2)CC=CC1
    -5%, 31
COc1cc(NCCCCCCN)c2ncccc2c1OC
    ?, ?
C#CCN(C[C@@H]1[C@@H](OC(=O)NCCCCCC)[C@@H](OC(=O)NCCCCCC)Cn2c(=O)n(CCCCCC)c(=O)n21)S(=O)(=O)c1ccc(C)cc1
    12%, -10
CCOC(=O)C1=C[C@@H](C(C)(C)C)N(S(=O)(=O)c2ccc(C)cc2)[C@H]1c1ccc(OC)cc1
    16%, -64*
Nc1ncncc1-c1ccccc1Cl
    4%, 0
Cc1ccccc1-c1cccc([C@@H]2C[C@H]3C(CN2)CON3C)c1 (stereo not given in full)
    -2%, -17
CN(C)c1cccc(NC(=O)C2Cc3c(-c4ccccc4Oc4ccccc4)ccnc3O2)c1 (stereo not given)
    ?, -83*

Compound profiles (already shown):
`COCCN(C(=O)c1ccc(C)c(S(=O)(=O)N2CCOCC2)c1)c1c(N)n(CC(C)C)c(=O)[nH]c1=O` in the list: AMA1 RON2 block: -1%[11.6 µM]; HCMV antiviral: -2
`COc1cc(NCCCCCCN)c2ncccc2c1OC` in the list: AMA1 RON2 block: ?; HCMV antiviral: ?
`CCOC(=O)C1=C[C@@H](C(C)(C)C)N(S(=O)(=O)c2ccc(C)cc2)[C@H]1c1ccc(OC)cc1` in the list: AMA1 RON2 block: 16%; HCMV antiviral: -64*

Additional compounds follow:
Sequence of screens: AMA1 RON2 block, HCMV antiviral
CC1(C(=O)NS(=O)(=O)c2cccc(OC(F)F)c2)CCN1C(=O)C1CC1 (stereo not given)
    5%, -4
CCCc1nc2c(C)cc(Br)cn2c1Cc1ccc(OC)cc1C
    -1%, 9
CC(C)(C)OC(=O)N1CCC[C@H]1C(=O)NCc1ccc(F)cc1F
    10%, 1
COc1ccc(NC(=O)C(C2CC2)n2c(=O)c(-c3cc4ccccc4[nH]3)nc3ccccc32)cc1 (stereo not given)
    43%[activator], -97*
COc1cccc(C(O)c2nc(-c3ccc(F)cc3OC)cs2)c1 (stereo not given)
    55%[activator], 17
CC1(C(=O)NS(=O)(=O)c2ccccc2Cl)CCN1C(=O)CC1CCCC1 (stereo not given)
    -4%, -7
Nc1nc(=O)n(C2CC(O)C(CO)O2)cc1Cl (stereo not given)
    -10%, 37
COc1ccc(-c2ccc(CN3C(CC(C)C)C(=O)N(Cc4cn(CC5CCCCC5)nn4)CCS3(=O)=O)cc2)cc1OC (stereo not given)
    -8%, -10
O=C(O)C(=Cc1ccccc1[N+](=O)[O-])c1ccc2c(c1)OCO2
    -3%, 1
C[C@H]1CN([C@@H](C)CO)C(=O)CCCn2nncc2CO[C@@H]1CN(C)C(=O)c1ccc2ccn(C)c2c1
    -6%, 11

More results.
mol	AMA1 RON2 block	HCMV antiviral
C[C@H]1CN([C@@H](C)CO)S(=O)(=O)c2ccc(Br)cc2O[C@H]1CN(C)C(=O)Nc1ccccc1F	-19%	11
CCNC(=O)Nc1ccc2c(c1)c(=O)n(C)n2Cc1ccc(Cl)cc1	13%	19
O=C1CSC(=S)N1N=Cc1ccc(Cl)cc1Cl	0%	-8
CC(C)C[C@H]1CNC(=O)C(=O)N1C[C@@H]1CCCN1C[C@H](CC(C)C)N1C[C@H](Cc2ccc(O)cc2)N(CCc2ccccc2)C(=O)C1=O	-1%	-25
Cc1nc(-c2ccc(Cl)cc2)sc1C1(C)CC(c2ccccc2)=NO1 (stereo not given)	-7%	8
CCCCC1C(=O)NC(=S)N(C)C1=O (stereo not given)	30%[activator]	-9
CCCCOCCCNC(=O)C[C@@H]1C[C@@]2(C(=O)OCC)CCC=C2N(Cc2cccc3ccccc23)C1=O	-8%	-18
O=C1OC=NC1=Cc1ccccc1	13%	9
CNc1cccc(-c2ccccc2C(C)=O)n1	-1%	5
CCOc1ccc(S(=O)(=O)Nc2cccc(Cl)c2)cc1	0%	-28
O=Cc1ccc(OCc2cn(CC(=O)c3ccc(O)cc3)nn2)cc1	7%	5
Cc1cc(F)ccc1C(O)c1ncc(-c2ccccc2Cl)[nH]1 (stereo not given)	-13%	31
O=C1c2c(-c3ccc(Br)cc3)noc2CCN1Cc1cn(-c2ccccc2)nn1	-6%	-12
CCc1nc2c(OCc3cc(Cl)cc(Cl)c3)cccn2c1N(C)C(=O)Nc1ccccc1OC	-16%	-3
C=CCn1cc(C(=O)NCCCOC)c(=O)c2cc(S(=O)(=O)N3CCC(C)CC3)ccc21	5%	-12
O=CNc1cc(-c2ccc(C(=O)NC3CC3)cc2)cn2c(-c3ccc(F)c(Cl)c3)cnc12	48%[activator]	-30
O=c1cc(CCc2ccccc2)[nH]c(=O)[nH]1	-1%	-24
CC(C)c1c(O)ccc2c1CC[C@H]1C(C)(C)CCC[C@]21C	-6%	13
COc1ccc(S(=O)(=O)N(C)C[C@@H]2OCc3cn(nn3)CCCC(=O)N([C@@H](C)CO)C[C@H]2C)cc1	-2%	-19
Cc1ccc(NC2(C(N)=O)CCCC2)cc1	10%	-4
O=C(Nc1ccccc1)c1ccc(CN2CCC(Cc3ccccc3)CC2)cc1	0%	-23
CC(C)NC(=O)C1(C)CCN1C(=O)C1(c2ccccc2)CC1 (stereo not given)	0%	5
C[C@H]1CN([C@@H](C)CO)C(=O)CCCn2nncc2CO[C@H]1CN(C)C(=O)CCC(F)(F)F	-9%	-8
O=Cc1ccc(-c2c(-c3ccccc3)oc3c2C(OCCCCO)CCC3)o1 (stereo not given)	-2%	51
O=C(NCc1cccs1)Nc1cccc(Cl)c1	-3%	18

Part of the list above, set out differently:
CNc1cccc(-c2ccccc2C(C)=O)n1
  AMA1 RON2 block: -1%; HCMV antiviral: 5
O=C1OC=NC1=Cc1ccccc1
  AMA1 RON2 block: 13%; HCMV antiviral: 9
O=C(NCc1cccs1)Nc1cccc(Cl)c1
  AMA1 RON2 block: -3%; HCMV antiviral: 18
CCCCOCCCNC(=O)C[C@@H]1C[C@@]2(C(=O)OCC)CCC=C2N(Cc2cccc3ccccc23)C1=O
  AMA1 RON2 block: -8%; HCMV antiviral: -18

Later entries:
mol	AMA1 RON2 block	HCMV antiviral
CC1(C(=O)NCc2cccs2)Cc2c(-c3ccc4c(c3)OCO4)ccnc2O1 (stereo not given)	-3%	-38
CC(C)NC(=O)C1(C)CCCN1C/C=C/c1ccccc1 (stereo not given)	7%	3
CC(C)C[C@H]1CNC(=S)N1CC1CCCN1C[C@H](CC(C)C)N1C[C@H](CC(C)C)N(CCc2ccccc2)C1=S (stereo not given in full)	10%	-7
Cc1cc(Cl)cc2sc(=S)[nH]c12	52%[activator]	4
COc1ccc(-c2nc3c(C)cc(Br)cn3c2CC(C)(C)C)cc1OC	-18%	9
COc1ccc(CCNC(=O)CCOc2ccc(C(C)(C)C)cc2)cc1OC	-5%	33
COc1cccc(COc2ccc3c(C)c(Cc4ccccc4)c(=O)oc3c2)c1	6%	-1
COc1ccc(Cn2cc(CN3CC(N4CCN(CCN(C)C)CC4)CS3(=O)=O)nn2)cc1 (stereo not given)	4%	-25
Cc1ccc2nc3c(cc(S(=O)(=O)c4ccccc4)c(=N)n3C3CCCC3)c(=O)n2c1	19%	0
CCCc1ccc(C(O)c2ncc(-c3cccc(F)c3)[nH]2)cc1 (stereo not given)	-2%	19
Nc1ccc(CNC(=O)c2cc3cc(Cl)ccc3nc2N)cc1	-10%	-18
Cc1ccc2nc(-c3ccco3)c(CC(C)(C)C)n2c1	-13%	14
Cc1ccc(-c2ccc(CN3C(C(C)C)C(=O)N(Cc4cn(Cc5ccco5)nn4)CCS3(=O)=O)cc2)cc1 (stereo not given)	16%	-16
COc1cccc(C(=O)Nc2ccc3c(c2)OC[C@H](C)N(C(=O)C2CCCC2)C[C@@H](C)[C@@H](OC)CN(C)C3=O)c1	9%	15
COc1cccc(CNC(=O)[C@@H]2CCCN2)c1	10%	9
S=C(Nc1cccc2ccccc12)NN1CCCCCC1	46%[activator]	-63*
CCCCn1c(N)c(N(Cc2ccccc2OC)C(=O)C(C)Oc2ccc(Br)cc2)c(=O)[nH]c1=O (stereo not given)	3%[11.6 µM]	-1
CCCc1nc2c3ccccc3ccn2c1CC(C)(C)C	-23%	5
CCNC(=O)C1(C)CCCN(C(=O)c2cc3ccccc3s2)C1 (stereo not given)	3%	2
CC1(C(=O)NCc2ccc3c(c2)OCO3)CCN1C(=O)CCc1ccc(Cl)cc1Cl (stereo not given)	-8%	-26
O=C1OCCOC2CCCc3oc(C4=CCCCC4)c1c32 (stereo not given)	-5%	-8
CN(Cc1ccccc1)C(=O)CN1CCN(S(=O)(=O)c2ccccc2F)CC1	3%	-12
CCCCC[C@H]1CCCCC[C@H](O)C[C@H](O)[C@@H](O)/C=C/C(=O)O1	-1%	-17
COc1ccc(C(=O)NC[C@H]2O[C@@H](n3cnc4c(N)ncnc43)[C@H](O)[C@@H]2O)cc1OC	14%	-29
Cc1ccccc1C(=O)NCCN1CCC(n2c(=O)[nH]c3ccccc32)CC1	19%	-8

Carrying on.
mol	AMA1 RON2 block	HCMV antiviral
Cc1cc2oc(C(=O)N3CCN(Cc4ccccc4)CC3)c(C)c2cc1C	-19%	78
CC(C)(C)NC(=O)C(c1ccc(C#N)cc1)n1c(=O)c(-c2ccco2)nc2ccccc21 (stereo not given)	2%	2
C[C@@]12C(=O)Nc3cc(F)c(F)cc3C(=O)N1[C@H]1c3ccccc3OC[C@@H]1[C@@H]2c1ccccc1	-9%	-4
c1ccc(-n2nnc(-c3nccs3)n2)cc1	13%	0
COCOCCn1cc(CN2CCS(=O)(=O)N(Cc3ccc(-c4ccc(Cl)cc4)cc3)C(CC(C)C)C2=O)nn1 (stereo not given)	3%	-4
CCCCN(Cc1ccccc1)S(=O)(=O)c1cc2c(cc1Br)CC(C)N2C(C)=O (stereo not given)	-8%	-27
Cc1ccc(Nc2cc(Cl)nc(N)n2)c([N+](=O)[O-])c1	10%	-27
COc1cccc(CN(C)C(=O)Cn2cc(C)c(=O)[nH]c2=O)c1	6%	22
Cc1ccc(-c2nc3ccc(C)cn3c2Cc2ccsc2)cc1	-22%	-8
COc1ccc(-c2nc3ccc(Br)cn3c2CC(=O)N2CCCC2)cc1OC	-22%	-3
CCN(C(=O)COC(=O)CCOc1cc(C)ccc1C)c1c(N)n(Cc2ccccc2)c(=O)[nH]c1=O	-4%	-23
COCCNc1ncnc2c1ncn2[C@H]1CN(CCN2CCOCC2)C[C@@H](CO)O1	29%	28
